Screening results as filed in PubChem BioAssay.
Lipid storage S3 = qHTS Assay for Lipid Storage Modulators in Drosophila S3 Cells; hit rate 0.64% among 320,000; Potency in µM for hits, for the others lipid storage change, negative = inhibition, % at the top dose, mostly 46.1 µM; Drosophila S3 cells, BODIPY lipid droplet fluorescence, 18-24 h; cells fed with added oleic acid; active = well fitted inhibition curve with a large enough effect in the signal ratio, with a control signal flat, not every such curve was filed as active; inconclusive = small, poorly fitted or top-dose-only effect, or effect the other way, or a change in a side signal; the % refers to the signal ratio
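Laser-scanning cytometry quantifies lipid droplet accumulation (500–530 nm total intensity; droplet/cell object ratio) in oleic acid-fed (400 uM added) Drosophila S3 cells treated with a concentration series. 20 uM Triacsin C defined 100% inhibition.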
Lipid storage S3 cell count max = recorded beside Lipid storage S3, whose call it bears; cell number change, %; measured here: cell count max response;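 cells counted by Cell Tracker Red CMTPX staining in the red channel; peak over a dose series mostly up to 46.1 µM; percent activity relative to internal control wells on each plate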
Numbers without * were called inactive; i = inactive; ? = inconclusive; . = not tested or not shown. % is set by controls: 0 for no effect and ±100 for the full control effect; potency is the fitted concentration of half-maximal effect.

Preview, 5 compounds:
mol	Lipid storage S3	Lipid storage S3 cell count max
CCOC(=O)c1c(NS(=O)(=O)c2ccccc2)n(CCCOC)c2nc3ccccc3nc12	?	.
O=C1NC(=S)N(c2ccccc2F)C(=O)/C1=C\c1cccs1	?	.
O=C(NC1(C(F)(F)F)Oc2ccccc2O1)N1CCC2(CC1)OCCO2	-2%	0
Cc1ccc(C2(O)CN3CCC2CC3)cc1 (stereo unspecified)	-14%	-4
CC1(C)CSC(=NCc2ccccc2)N1	9%	.

Results, from the first entry:
mol	Lipid storage S3	Lipid storage S3 cell count max
CCOC(=O)c1c(NS(=O)(=O)c2ccccc2)n(CCCOC)c2nc3ccccc3nc12	?	.
O=C1NC(=S)N(c2ccccc2F)C(=O)/C1=C\c1cccs1	?	.
O=C(NC1(C(F)(F)F)Oc2ccccc2O1)N1CCC2(CC1)OCCO2	-2%	0
Cc1ccc(C2(O)CN3CCC2CC3)cc1 (stereo unspecified)	-14%	-4
CC1(C)CSC(=NCc2ccccc2)N1	9%	.
O=C(Oc1ccc(Cl)c2ccccc12)N1CCCCC1	?	.
Cc1ccc(S(=O)(=O)N2CC3CC(C2)c2cccc(=O)n2C3)cc1 (stereo unspecified)	-10%	-4
CC(C)(C#CCCCCC#CC(C)(C)[N+](C)(C)C)[N+](C)(C)C	?	.
O=C1NC(=O)C(=C/C=C/c2coc3ccc(Br)cc3c2=O)C(=O)N1	6%	-2
Cn1c(O)c(/C=C2\C=Nc3ccccc32)c(=O)n(C)c1=O	13%	26
O=C(Cn1ccc2ccccc2c1=O)NCC(=O)N1CCC2(CC1)OCCO2	?	.
Cc1cccc(C)c1N1CCN(c2c(C)cccc2C)CC1	?	.
Cc1ccc(C(=O)COC(=O)Cc2ccccc2)cc1	?	.
O=C(NCCCN1CCOCC1)C(Cl)(Cl)Cl	?	.
Cc1[nH]c2ccc(O)cc2c1CCN	-5%	-17
S=c1[nH]c2ccccc2[nH]1	?	.
COC(=O)c1ccc(CN2CCSC2=N)cc1	i	5
O=C1NC(=O)N(CCc2ccc(F)cc2)C(=O)/C1=C/c1ccco1	-5%	-2
CCOP(=O)(OCC)C(NS(=O)(=O)c1ccccc1)C(Cl)(Cl)Cl (stereo unspecified)	-14%	-1
C[N+]1(CC(COCc2ccccc2)OC(=O)Cc2ccccc2)CCOCC1 (stereo unspecified)	-4%	-10
Cc1ccc(-n2c(O)c(/C=N/NC(=O)c3ccncc3)c(=O)[nH]c2=O)cc1C	3%	5
COc1cc2[nH]c(C(=O)N3CCC4(CC3)OCCO4)cc2c(OC)c1OC	i	.
CN(C)CCCN=Cc1c(O)n(Cc2ccco2)c(=O)[nH]c1=O	1%	12
O=C(CN1CCCCC1)c1ccccc1F	?	.
Cc1cc2ccccc2c(=O)n1CC(=O)NCC(=O)N1CCC2(CC1)OCCO2	10%	.
O=C(C(Cc1ccccc1)NS(=O)(=O)c1ccc(F)cc1)N1CCC2(CC1)OCCO2 (stereo unspecified)	-1%	-4
COCCNC(=O)c1c(N)n(CCC(C)C)c2nc3ccccc3nc12	?	.
Cc1cc(=O)oc2cc(OCC(=O)N3C[C@H]4C[C@@H](C3)c3cccc(=O)n3C4)c(Cl)cc12	?	.
CC(C)c1ccc(OCC(=O)N2CCCN(C)CC2)cc1	?	.
CN(C=O)CP(=O)(O)CN(C)C=O	0%	7
CC(C)(C)OC(=O)c1c(N)n(Cc2ccco2)c2nc3ccccc3nc12	?	.
Nc1ccncc1Cl	?	.
COC1=CC2C3Cc4ccc(OC)c(O)c4C2(CCN3C)CC1=O (stereo unspecified)	?	.
CN1C(=O)C(=Cc2ccccc2OCc2ccc(Cl)cc2)C(=O)N(C)C1=O	?	.
Cc1cccc(-n2c(C)nc3cc(C(=O)N4CCC5(CC4)OCCO5)ccc32)c1	?	.
CCn1c(NN=O)nc2ccccc21	?	.
COc1ccc(Cn2c(O)c(C=NCCN3CCOCC3)c(=O)[nH]c2=O)cc1	?	.
COc1ccc(-c2nn(CCC#N)cc2C(=O)Nc2ccccc2Br)cc1[N+](=O)[O-]	-2%	10
CC1(C)C2CC=C(CN3CCC(O)CC3)C1C2 (stereo unspecified)	?	.
CCOc1ccc(C(C)=O)cc1Cn1ccsc1=N	8%	.
Cc1nc2sccc2c(=O)n1-c1ccccc1Cl	-17%	-13
COc1ccc(OC)c(NP(=O)(Oc2ccc(Cl)cc2)Oc2ccc(Cl)cc2)c1	8%	16
C[C@H]1CC[C@@H]2[C@@H](C)[C@H]3[C@H](C[C@H]4[C@@H]5CC=C6C[C@@H](O[C@@H]7O[C@H](CO)[C@H](O)[C@H](O[C@@H]8O[C@H](CO)[C@@H](O)[C@H](O)[C@H]8O)[C@H]7O[C@@H]7O[C@@H](C)[C@H](O)[C@@H](O)[C@H]7O)CC[C@]6(C)[C@H]5CC[C@]34C)N2C1	?	.
CC1OC(C[N+](C)(C)C)CC1O (stereo unspecified)	3%	6
O=C(c1c[nH]c2ccc(S(=O)(=O)N3CCC4(CC3)OCCO4)cc2c1=O)N1CCC2(CC1)OCCO2	0%	7
CC(C)Oc1ccc(CCN)cc1Cl	9%	-4
O=c1[nH]sc2cc(F)ccc12	?	.
COC(=O)CN1C(=O)CN=C(c2ccccc2Cl)c2cc(Br)ccc21	?	.

3 structures already listed, ordered by length of the SMILES, high to low.
mol	Lipid storage S3	Lipid storage S3 cell count max
Cc1cc(=O)oc2cc(OCC(=O)N3C[C@H]4C[C@@H](C3)c3cccc(=O)n3C4)c(Cl)cc12	?	.
CC1(C)C2CC=C(CN3CCC(O)CC3)C1C2 (stereo unspecified)	?	.
CC(C)Oc1ccc(CCN)cc1Cl	9%	-4

Next part:
mol	Lipid storage S3	Lipid storage S3 cell count max
CC1(C)Cc2c(C#N)c(N3CCNCC3)nc(-c3ccco3)c2CS1	-4%	12
Cc1c(C(=O)O)cccc1-n1c(C)cc(/C=C2\C(=O)NC(=O)N(c3ccc4c(c3)OCO4)C2=O)c1C	?	.
CN1C2CCC1CC(OC(=O)c1ccc(Cl)cc1)(C(=O)O)C2 (stereo unspecified)	-7%	-2
O=C(Cc1ccccc1)N1CCN(Cc2ccc([N+](=O)[O-])cc2)CC1	23%	15
CSc1ccc(C(=O)C2CCCN(Cc3ccn[nH]3)C2)cc1 (stereo unspecified)	-3%	-13
COC(=O)C1=C(c2cccc(C#N)c2)C[C@@H]2CC[C@H]1N2C(=O)N1CCOCC1	?	.
Cc1ccccc1N1C(=O)NC(=O)/C(=C\c2cc(C)n(C)c2C)C1=O	-14%	-10
Oc1ccccc1/C=N/NP(=S)(c1ccccc1)c1ccccc1	?	.
CCN(CC)CCN=Cc1c(O)n(Cc2ccco2)c(=O)[nH]c1=O	-9%	3
C=CCn1c(O)c(C(CC)=NCc2ccc3c(c2)OCO3)c(=O)[nH]c1=O	?	.
CC(C)(C)c1cc(OC(=O)Cc2ccccc2)ccc1O	i	-12
CC1(C)CC(=O)c2cc(OCC(=O)N3CCN(Cc4ccccc4)CC3)ccc2O1	8%	-7
CCN(CC)S(=O)(=O)c1ccc(N=Cc2c(O)n(-c3ccccc3)c(=O)[nH]c2=O)cc1	0%	-1
CCN(CC)P(=O)(NC(=O)c1cccn1C)N(CC)CC	9%	16
CCN(C(=O)COC(=O)Cc1ccccc1)c1c(N)n(Cc2ccccc2)c(=O)[nH]c1=O	?	.
COc1ccc(CC2C(=O)NC(=O)NC2=O)c(OC)c1	?	.
COc1ccc(CN2C(=O)NC(=O)/C(=C/c3ccc(OC)c(OC)c3OC)C2=O)cc1	-1%	-3
CCOC(=O)C1(c2ccccc2)CCN(CCC(=O)Nc2ccccc2OC)CC1	i	9
CCN1C(=O)NC(=O)/C(=C\c2cn(CC(=O)O)c3ccccc23)C1=O	-4%	11
CCc1nccc2c1[nH]c1ccccc12	?	.
C/C=C/c1ccc2c(c1)OCO2	?	.
CCOc1ccc(N2C(=O)NC(=O)/C(=C\c3ccc(N4CCOCC4)cc3C)C2=O)cc1	-9%	0
Cn1c(O)c(C=NC2CC3CCC2(C)C3(C)C)c(=O)[nH]c1=O (stereo unspecified)	?	.
O=C(c1ccc2c(c1)ncn2C1CCCCCC1)N1CCC2(CC1)OCCO2	-3%	-5
O=c1[nH]c(=S)n(Cc2ccc(F)cc2)c(O)c1/C=N/N1CCCCCC1	?	.
COCCCN1CCN(c2nnc3n2-c2sc(Br)cc2C(c2ccccc2Cl)=NC3)CC1	2%	1
C[C@]12CCC(=O)C=C1CC[C@@H]1[C@@H]2C(=O)C[C@]2(C)C(=O)CC[C@@H]12	0%	-1
CCn1c(=O)n(CC)c2cc([N+](=O)[O-])c(N3CCNCC3)cc21	0%	24
CN1C2CCC1CC(OC(=O)c1ccc(Cl)cc1)C2 (stereo unspecified)	7%	1
C=CCn1c(O)c(/C(C)=N/N2CCCCC2)c(=O)[nH]c1=O	?	.
COCc1cc(OC(=O)N(C)C)nc(-c2ccccc2)n1	6%	11
O=C(c1ccco1)c1cn(Cc2ccccc2Cl)c2ccccc12	i	11
CC(=Nc1c(C)n(C)n(-c2ccccc2)c1=O)c1c(O)n(Cc2ccccc2)c(=O)[nH]c1=O	18%	11
COc1ccc(-n2c(/C=C3/C(=O)Nc4ccccc43)nc3ccccc3c2=O)cc1	1%	-5
COc1cc(-c2ccc(N)c(OC)c2)ccc1N	?	.
C[C@@H]1CC2(CCCC[N+]2(C)C)C[C@H]1C	-4%	.
CC1CCC(NCCc2ccc3c(c2)OCO3)CC1 (stereo unspecified)	?	.
CC(=O)Nc1ccccc1C(=O)OCc1ccccc1F	?	.
Cc1ccc2cc(C=C(C#N)C#N)c(Cl)nc2c1	?	.
CC(=NCCN1CCOCC1)c1c(O)n(-c2ccccc2C)c(=O)[nH]c1=O	2%	4
Cc1ccc(S(=O)(=O)NCCC(=O)Nc2ccc(Cl)cc2C(=O)c2ccccc2)cc1	?	.
Cc1ccc(N2Cc3ccccc3C2=N)cc1[N+](=O)[O-]	-22%	-8
CCOC(C[n+]1c(-c2ccccc2)cc(C)cc1-c1ccccc1)OCC	?	.
CC(O)(CS(=O)(=O)c1ccc(F)cc1)C(=O)Nc1ccc(C#N)c(C(F)(F)F)c1 (stereo unspecified)	8%	4
Cc1ccn2nc(S(=O)(=O)Nc3c(F)cccc3F)nc2n1	?	.
O=c1[nH]c(O)c(/C=C2\C=Nc3ccc(OCc4ccccc4)cc32)c(=O)[nH]1	?	.
CNC(=S)N(C)CCc1cc2c(c(OC)c1/C=C1/C(=O)NC(=O)N(C)C1=O)OCO2	6%	10
N[C@@H](Cc1c[nH]c2ccccc12)c1nnc(SCc2ccccc2)o1	?	.
O=C(N[C@H]1CP(=O)(Oc2ccccc2)O[C@H](COCc2ccccc2)[C@H]1O)C(Cl)(Cl)Cl (stereo partly specified)	7%	-7
O=P(Oc1ccccc1)(Oc1ccccc1)C(Nc1ccccc1)c1ccccc1 (stereo unspecified)	?	.
COC(=O)C1=C(c2ccc(S(C)(=O)=O)cc2)C[C@@H]2CC[C@H]1N2C	?	.
CC(=O)Cn1c(=O)oc2ccccc21	?	.
COCCCn1c(N)c(C(=O)OC(C)COC)c2nc3ccccc3nc21 (stereo unspecified)	i	14
O=C(CNC(=O)c1ccc(Br)cc1)Nc1ccc(Br)cc1C(=O)c1ccccc1	18%	5
Cc1ccc(S(=O)(=O)N(C)CCCC(=O)N2CCN(c3ccccn3)CC2)cc1	?	.
FC(F)(F)c1ccc(NC2=NCCCS2)cc1	?	.
O=C(/C=C/C=C/c1ccccc1)CC1(O)C(=O)Nc2ccccc21 (stereo unspecified)	8%	13
COc1ccc(C(O)c2cc(OC)ccc2OP(=O)(N(C)C)N(C)C)cc1 (stereo unspecified)	?	.
Nc1ccccc1C(=O)OCC(=O)N1CCc2ccccc21	?	.
Cc1ccccc1OCCN=Cc1c(O)n(C)c(=O)n(C)c1=O	?	.

(list continues)
mol	Lipid storage S3	Lipid storage S3 cell count max
O=C(Cc1ccc(N(CCCl)CCCl)cc1)NC(Cc1ccc(Cl)cc1)C(=O)O (stereo unspecified)	i	16
COC(=O)C1=C(c2ccc(OC)c(OC)c2)C[C@@H]2CC[C@H]1N2C(=O)N1CCC(O)CC1	?	.
COC(=O)C1=C(c2ccc(F)cc2OCc2ccccc2)C[C@@H]2CC[C@H]1N2C(=O)NCc1ccc(Cl)cc1	?	.
CCCC(C)C1(CC)C(=O)NC(=Nc2ccccc2)NC1=O (stereo unspecified)	0%	-2
OC1(c2ccc(F)cc2)CC2CCC(C1)N2Cc1nnnn1C1CCCC1 (stereo unspecified)	?	.
O=C1CCCC2=C1C(c1cccnc1)Nc1ccccc1N2 (stereo unspecified)	0%	12
Cc1cc(O)c(CN2CC=C(c3ccccc3)CC2)cc1C(C)C	18µM*	.
COc1cccc(C(=O)C2CCCN(C3CCOCC3)C2)c1 (stereo unspecified)	-5%	15
Cc1ccccc1CN1CCN(Cc2ccccc2)CC1	7%	-3
COc1cc2c3c(c1OC)-c1cc(O)ccc1CC3NCC2 (stereo unspecified)	?	.

These rows are one share of the data; the hit share may differ from the screen's.
